High-throughput results: PubChem, National Center for Advancing Translational Sciences (NCATS)
GAA glycogen mod – qHTS Assay for Inhibitors and Activators of Human alpha-Glucosidase Cleavage of Glycogen; recombinant GAA, glycogen substrate, Amplex Red glucose oxidase fluorescence; Potency, µM (titrated, usually from 76.4 µM), inactives show at the highest dose activity change, negative = inhibition, hits mostly inhibitors; hit rate 0.38% among 300,000; active = well fitted inhibition curve with a large enough effect; inconclusive = small, poorly fitted or top-dose-only effect, or another doubt; inactive = no such curve, though single readings can be large or run the other way;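 note: 0% = full enzyme reaction and -100% = no-enzyme basal signal; the screen sought inhibitors and activators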
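Natural-substrate format: glycogen cleavage by 4 nM human enzyme, glucose read by Amplex Red coupling (Ex 573, Em 610 nm). Normalized to enzyme and no-enzyme controls.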
An asterisk follows results filed as active; ? = inconclusive; [ ] = another dose, or the depositor's remark. Potency is the fitted concentration of half-maximal effect.

SMILES	GAA glycogen mod
NC(=O)COC(=O)c1ccc2noc(-c3ccccc3)c2c1	6.0%
Cc1ccc(S(=O)(=O)N2CCc3cc(C(=O)NCCc4ccccc4)ccc32)cc1	-4.8%[76.3 µM]
CCOC(=O)c1cnc2c(C)cc(C)cc2c1NCCc1ccc(OC)c(OC)c1	-14.4%[76.3 µM]
CCN1CCN(CC(=O)Nc2nc3ccc(C)cc3s2)CC1	2.8%[76.3 µM]
O=C(Nc1cnccn1)c1ccc(Cl)cc1	-2.8%
O=C(CC(C(=O)O)c1cccc(Cl)c1Cl)c1ccccc1 (stereo not given)	2.6%
Cc1ccc(-c2nc(CS(=O)CC(=O)NCCCc3ccccc3)c(C)o2)cc1 (stereo not given)	-5.8%[76.3 µM]
O=C(COC(=O)c1ccccc1SCC(=O)N1CCCC1)Nc1ccccc1C(F)(F)F	-2.3%[76.3 µM]
CCn1cnc2cc(NS(=O)(=O)c3ccc(OC)c(OC)c3)ccc21	4.4%
O=C(Nc1cccc(NC(=O)c2c(F)cccc2F)n1)c1c(F)cccc1F	1.5%
Cc1cc(C)c(S(=O)(=O)N2CCN(C(=O)c3ccc4c(c3)OCO4)CC2)c(C)c1	5.9%
CN(CC(=O)N1CCOCC1)S(=O)(=O)c1ccc2ccccc2c1	4.1%[76.3 µM]
NC(=O)c1nsc(C(=O)N(Cc2cccnc2)C(C(=O)NC2CCCCC2)c2ccc(F)cc2)c1N (stereo not given)	4.2%
COc1ccc(CCNC(=O)CCc2c(C)c3cc4c(C)coc4cc3oc2=O)cc1	19.4%[76.3 µM]
COCCNC(=O)C(c1ccc(O)cc1)N(Cc1ccccc1)C(=O)CCC(=O)Nc1nccs1 (stereo not given)	-5.7%[76.3 µM]
COc1cc(NC(=O)c2cc3c(=O)oc4ccc(C)cc4c3s2)cc(OC)c1OC	19.8%[76.3 µM]
O=C(Oc1ccc(-c2nnco2)cc1)c1ccc(Br)o1	-10.2%[76.3 µM]
CCOc1ccccc1NC(=O)C(NCCc1ccc(OC)cc1)c1ccccc1 (stereo not given)	3.9%[76.3 µM]
Cc1cccc(NC(=O)c2c(NC(=O)c3ccccc3)sc3c2CCCC3)c1	-11.7%[76.3 µM]
Cc1nn2cnnc2c(C)c1Cc1ccc(Cl)cc1	-0.6%
CC(C)CCNC(=O)CCc1nnc2ccc(N3CCC(C)CC3)nn12	-2.3%
NC(=O)c1ccc(NC(=O)CC23CC4CC(CC(Br)(C4)C2)C3)cc1	10.5%[76.3 µM]
COc1cc(Cl)c(C)cc1N1C(=O)CN(Cc2ccccc2)C1=S	-13.0%
COc1ccc(S(=O)(=O)c2c(O)c(C)cc(NC(=O)c3ccccc3)c2C(C)C)cc1	9.6%[76.3 µM]
O=C(COc1ccc2c3c(c(=O)oc2c1)CCCC3)N[C@@H](Cc1ccccc1)C(=O)O	-4.6%[76.3 µM]
CCc1nnc(NC(=O)c2nc(SCc3ccccc3F)ncc2Cl)s1	-9.7%[76.3 µM]
CCCCNc1nc2ccccc2c2nc(-c3ccccc3)nn12	-6.1%[76.3 µM]
CC(C)C[C@@H](CO)N1CCN(Cc2ccc(O)cc2)CCC1=O	1.5%[76.3 µM]
Cc1ccc(S(=O)(=O)c2cn(Cc3ccccc3Cl)c3ccc(F)cc3c2=O)cc1	13.3%[76.3 µM]
COc1cccc(N2CCN(C(=O)C3CCN(S(=O)(=O)c4c(C)noc4C)CC3)CC2)c1	3.8%[76.3 µM]
O=C1c2ccccc2NC(c2ccccc2O)N1c1ccc(F)cc1 (stereo not given)	-1.1%
O=C(Nc1ccc(C(F)(F)F)cc1)c1ccc(NC(=O)C2CCCO2)cc1 (stereo not given)	-2.7%[76.3 µM]
CN1CCC(=O)N([C@H](CC#N)c2ccccc2)CC1	-9.1%[76.3 µM]
Cc1ccc(N/C=C/C(=O)c2ccccc2)cc1Br	6.3%[76.3 µM]
COc1ccc(-n2c(=S)[nH]c3cc(C(=O)Nc4cc(C(N)=O)ccc4OC)ccc3c2=O)c(OC)c1	-5.8%[76.3 µM]
COc1cc(CN(C)c2ncnc3sccc23)ccc1OC(F)F	4.9%
CC(C)OCCCNC(=O)CN1C(=O)c2ccccc2Sc2ncccc21	14.4%[76.3 µM]
Cn1cc(C(=O)C(=O)N2CCOCC2)c2ccccc21	-0.3%[76.3 µM]
Oc1ccccc1-c1cncn1Cc1ccccc1	-1.7%
CC1CC(C)CN(C(=O)C2CCC(CNS(=O)(=O)c3ccccc3)CC2)C1 (stereo not given)	-1.8%

Given with bars between the fields: 4 of the compounds above
SMILES | GAA glycogen mod
CC(C)CCNC(=O)CCc1nnc2ccc(N3CCC(C)CC3)nn12 | -2.3%
CC1CC(C)CN(C(=O)C2CCC(CNS(=O)(=O)c3ccccc3)CC2)C1 (stereo not given) | -1.8%
CN1CCC(=O)N([C@H](CC#N)c2ccccc2)CC1 | -9.1%[76.3 µM]
COc1ccc(S(=O)(=O)c2c(O)c(C)cc(NC(=O)c3ccccc3)c2C(C)C)cc1 | 9.6%[76.3 µM]

Further results follow:
SMILES	GAA glycogen mod
Nn1c(-c2ccc(F)cc2)nc2ccccc2c1=O	8.3%
C=CCC1(CC=C)CCCN1C(=O)c1cc(COc2ccccc2SC)on1	0.0%[76.3 µM]
CC1=C(c2ccc(C)c(C)c2)S(=O)(=O)N(Cc2ccc(C(=O)NCc3ccccc3F)cc2)C1=O	-9.4%[76.3 µM]
CC(C)(C)N1C(=O)c2ccc(C(=O)Nc3ccc(C(=O)O)cc3)cc2C1=O	-10.6%[76.3 µM]
O=C(Nc1ccccc1C(F)(F)F)c1cc2nc(-c3ccccc3)cc(-c3ccccc3)n2n1	-7.3%[76.3 µM]
C=CCn1c(=O)c2c(nc3n2CC(C)CN3Cc2ccccc2)n(C)c1=O (stereo not given)	-9.9%[76.3 µM]
CCN(CC(=O)N1CCOCC1)S(=O)(=O)c1ccccc1	-0.4%[76.3 µM]
Cc1ccc(NC(=O)C2Cc3ccccc3CN2C(=O)c2ccco2)cc1S(=O)(=O)N(C)C (stereo not given)	-1.9%[76.3 µM]
COc1ccc(CC(=O)N/N=C(\C)c2cccnc2)cc1	-0.2%[76.3 µM]
CCOC(=O)N1CCN(C(=O)CN2C(=O)c3ccccc3S2(=O)=O)CC1	-0.7%
COc1cc(/C=C2/SC(=S)N(CC(=O)O)C2=O)ccc1OC(=O)c1ccco1	-3.2%[76.3 µM]
CCC(Sc1nc2ncccc2[nH]1)C(=O)NCCc1ccccc1 (stereo not given)	?
CC(=O)Nc1ccc(S(=O)(=O)NC2Cc3ccccc3C2)cc1	-0.5%
Cc1cccc(N(CC(=O)NCCc2ccccc2)C(=O)CCC(=O)Nc2ccccn2)c1C	-5.7%[76.3 µM]
CCCn1c(=O)c2sccc2n2c(CCCC(=O)Nc3ccccc3OCC)nnc12	0.0%[76.3 µM]
CC(C)CN(C(=O)COc1ccc(-c2nnco2)cc1)C1CCS(=O)(=O)C1 (stereo not given)	-1.2%[76.3 µM]
CC(=O)Nc1ccc(NS(=O)(=O)c2ccc3c(c2)NC(=O)CC(=O)N3)cc1	-1.9%[76.3 µM]
O=C(CN1C(=O)C(c2ccc(F)cc2)=NC12CCCCCC2)Nc1ccccc1Cl	?
O=S(=O)(NC1CC2CCC1C2)c1ccc(Cl)cc1 (stereo not given)	10.2%[76.3 µM]
COc1cc2c(cc1OC)C(c1cccc(F)c1)CC(=O)N2 (stereo not given)	20.5%[76.3 µM]
Cc1cc2oc(=O)cc(Cn3ccnc3)c2cc1O	3.5%
COc1ccc(C(=O)n2cc(C(C)=O)c3ccccc32)cc1	-3.2%
COc1ccc(N2CCN(c3oc(/C=C/c4cccc(OC)c4)nc3C#N)CC2)cc1	-5.4%[76.3 µM]
COc1ccc(N(C)C(=O)c2nc(-c3cccc(F)c3)n3c2CCCCC3)c(OC)c1	-2.7%[76.3 µM]
CC(=O)N1CCc2cc(S(=O)(=O)NC(CC(C)C)C(=O)NCCc3ccc(C)cc3)ccc21 (stereo not given)	14.3%[76.3 µM]
COc1ccc(N(CC(=O)NCCc2ccccc2)S(=O)(=O)c2ccccc2)c(OC)c1	-14.6%[76.3 µM]
O=C(CN1CCN(c2ccccn2)CC1)Nc1ccc(F)c(F)c1	0.1%
Cn1c(/C=C/c2cccc([N+](=O)[O-])c2)c([N+](=O)[O-])c(=O)n(C)c1=O	3.0%[76.3 µM]
CCOC(=O)CSc1nc2sc3c(c2c(=O)n1Cc1ccccc1)CC(C(C)C)OC3 (stereo not given)	-1.0%[76.3 µM]
CCOC(=O)N1CCN(Cc2nc3cc(NC(=O)CC(C)C)ccc3n2CC)CC1	-7.8%
O=C(c1ccccc1Cl)N1CCN(Cc2ccc3c(c2)OCO3)CC1	3.6%[76.3 µM]
O=C(Nc1ccnn1C1CCN(CC(O)CO)CC1)C1CCCC1 (stereo not given)	-4.6%[76.3 µM]
CCCCN(C)C(=O)c1ccc2c(c1)S(=O)(=O)c1ccccc1C2=O	-8.9%[76.3 µM]
COc1ccc2nc(C)cc(Nc3ccc(Cl)c(Cl)c3)c2c1	-0.8%[76.3 µM]
Cc1oc2ccc(O)c(CN3CCCC3)c2c1C(=O)Nc1ccccc1	2.1%[76.3 µM]
O=C(Nc1nnc(SCC(=O)N2CCCC2)s1)C1CC(=O)N(c2ccccc2)C1 (stereo not given)	0.2%[76.3 µM]
NC(=O)CC1C(=O)N(c2ccc(Cl)cc2)C(=S)N1NC(=O)c1cccc(F)c1 (stereo not given)	?
CCCC1C(=O)Nc2ccccc2N1C(=O)c1ccc(C(C)(C)C)cc1 (stereo not given)	-25.8%
Cc1ccc(CNC(=O)c2cnc3ccccc3n2)cc1	-3.2%[76.3 µM]
CCCCN(CC)C(=O)Cn1cnc2sc(C)c(S(=O)(=O)N3CCC(C)CC3)c2c1=O	1.0%[76.3 µM]

In the list so far, 2 have an NH in an aromatic ring.
SMILES	GAA glycogen mod
COc1ccc(-n2c(=S)[nH]c3cc(C(=O)Nc4cc(C(N)=O)ccc4OC)ccc3c2=O)c(OC)c1	-5.8%[76.3 µM]
CCC(Sc1nc2ncccc2[nH]1)C(=O)NCCc1ccccc1 (stereo not given)	?

The list goes on.
SMILES	GAA glycogen mod
COc1ccc(CC(CC(=O)O)C(=O)Nc2ccc(Cl)c(Cl)c2)cc1 (stereo not given)	-0.5%[76.3 µM]
Cc1ccc(-c2cc(C(=O)NC3CCCCC3)no2)cc1	2.5%
O=c1c2c(-c3ccc([N+](=O)[O-])cc3)ccnc2[nH]n1-c1ccccc1	3.5%
O=C(Nc1ccc(Cl)cc1F)c1cnc2sc(N3CCOCC3)nn2c1=O	12.8%[76.3 µM]
CCC12CN3CC(CC)(CN(C1)C3c1cccc(OC)c1O)C2=O (stereo not given)	14.6%[76.3 µM]
CN(C)C(=S)Oc1ccccc1-c1ccccc1OC(=S)N(C)C	-11.0%[76.3 µM]
CCN(CC)CCn1c(=N)n(CC(=O)c2ccc(C)cc2)c2ccccc21	15.1%[76.3 µM]
Cc1cccn2c(=O)c3cc(C(=O)NC(C)c4ccccc4)c(=N)n(CCOCCO)c3nc12 (stereo not given)	-0.7%[76.3 µM]
O=C(O)/C(=C\c1ccc(Br)cc1)NC(=O)c1cccs1	-2.4%
Cc1ccc(S(=O)(=O)NCCc2nnc3ccc(SCc4ccc(F)cc4)nn23)cc1	-16.1%[76.3 µM]
COC(=O)c1cc(S(=O)(=O)N2CCN(c3ccc(OC)cc3)CC2)c[nH]1	-1.7%[76.3 µM]
Cc1ccc(Cn2c(CNC(=O)c3cccc(C)c3)nc3ccccc32)cc1	13.6%[76.3 µM]
COc1ccc(CCCc2nnc(SCC(=O)Nc3ccccc3F)o2)cc1C	17.1%[76.3 µM]
Cc1ccc(OC(=O)c2ccncc2)c(C)c1	-4.1%[76.3 µM]
CC1CCN(C(=O)CN(Cc2ccc(Cl)cc2)S(C)(=O)=O)CC1	-0.9%[76.3 µM]
COc1cccc(/C=C/c2nc(C#N)c(N3CCC(C(N)=O)CC3)o2)c1	8.2%[76.3 µM]
COc1ccccc1CNC(=O)C(Cc1ccccc1)NS(=O)(=O)c1ccc2c(c1)oc(=O)n2C (stereo not given)	-3.5%[76.3 µM]
Cc1ccc(S(=O)(=O)N(C)CC(=O)N2CC(C)OC(C)C2)cc1 (stereo not given)	-1.9%[76.3 µM]
COc1ccc(NC(C)=O)cc1S(=O)(=O)NC(Cc1ccccc1)C(=O)NCc1ccccc1C (stereo not given)	4.6%
O=C(Cn1ncc2c3ccccc3n(Cc3ccccc3)c2c1=O)NCCCN1CCCCC1	14.3%[76.3 µM]
NC(=O)c1ccc(/C=N/O)[n+](Cc2ccccc2)c1	12.3%[76.3 µM]
COc1ccc(CN2CCN(C3CCC3)CC2CCO)c(F)c1 (stereo not given)	0.3%[76.3 µM]
Cc1cc2oc(C(=O)Nc3sc4c(c3C(=O)NCC3CCCO3)CCC4)cc(=O)c2cc1C (stereo not given)	4.7%[76.3 µM]
O=C(NCc1cc([N+](=O)[O-])ccc1O)c1cccnc1Sc1ccccc1Cl	2.5%[76.3 µM]
COC(=O)c1cc2c(=O)c3ccccc3oc2nc1/C=C/N(C)C	-8.9%

Compounds from the list above that contain a furan ring, fused or not (5):
SMILES	GAA glycogen mod
COc1ccc(CCNC(=O)CCc2c(C)c3cc4c(C)coc4cc3oc2=O)cc1	19.4%[76.3 µM]
O=C(Oc1ccc(-c2nnco2)cc1)c1ccc(Br)o1	-10.2%[76.3 µM]
Cc1ccc(NC(=O)C2Cc3ccccc3CN2C(=O)c2ccco2)cc1S(=O)(=O)N(C)C (stereo not given)	-1.9%[76.3 µM]
COc1cc(/C=C2/SC(=S)N(CC(=O)O)C2=O)ccc1OC(=O)c1ccco1	-3.2%[76.3 µM]
Cc1oc2ccc(O)c(CN3CCCC3)c2c1C(=O)Nc1ccccc1	2.1%[76.3 µM]

A portion of the library, so the mix of outcomes need not match the whole.
